FEN1 inhibitor – human FEN1 inhibition. P39748. Recombinant FEN1 flap cleavage, fluorescence, 15 min. Potency, µM (top dose mostly 114 µM), for inactives: top-dose activity change, negative = inhibition, actives largely listed as inhibitors. actives 0.35% (n = 390,000); further: nearly all actives have a fitted effect of over 65% in size
Target sequence (P39748 whole entry, looked up): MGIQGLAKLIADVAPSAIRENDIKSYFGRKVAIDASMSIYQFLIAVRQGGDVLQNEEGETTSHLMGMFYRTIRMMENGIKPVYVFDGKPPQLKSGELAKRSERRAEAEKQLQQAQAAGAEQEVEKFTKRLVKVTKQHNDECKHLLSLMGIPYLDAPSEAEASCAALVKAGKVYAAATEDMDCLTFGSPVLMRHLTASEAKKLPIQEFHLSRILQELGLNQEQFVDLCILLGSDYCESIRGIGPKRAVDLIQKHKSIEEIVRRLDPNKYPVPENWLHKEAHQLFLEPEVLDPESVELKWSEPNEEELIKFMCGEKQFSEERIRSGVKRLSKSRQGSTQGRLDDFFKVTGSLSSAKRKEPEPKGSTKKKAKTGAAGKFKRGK
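Steps: FEN1 (10 nM) dispensed; compound added by pin tool; 15 min at room temperature; substrate added to 50 nM final; reads at 0 min and 15 min; data normalized and fitted (four-parameter Hill).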
N370S GC mod – inhibitors or activators of N370S glucocerebrosidase for Gaucher disease. P04062. N370S GC spleen homogenate, 4MU-glucoside fluorescence. Potency, µM (series often up to 59.4 µM), inactives show at the highest dose activity change, negative = inhibition, most hits filed as inhibitors. actives 0.092% (n = 330,000). AID 2101;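 further: 0% = full enzyme activity and -100% = no enzyme basal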
DT40 TDP1 CPT – DT40-hTDP1 cell growth loss with CPT | chicken DT40 Tdp1-/-;hTDP1 cells + 20 nM CPT, ATP luminescence, 48 h | Potency, µM (top dose mostly 46.2 µM), for the others: at the highest dose activity change, negative = growth inhibition, actives largely listed as inhibitors | actives 12% (n = 420,000); further: nearly all actives have a fitted effect of over 55% in size
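Chicken DT40 Tdp1-/- cells stably complemented with human TDP1 were seeded at 400 cells/well in medium containing 20 nM camptothecin, exposed to pin-transferred compounds, and grown at 37 °C for at least 48 hr. Viability was read as ATP luminescence.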
An asterisk follows results filed as active; ? = inconclusive; nt = not tested or not shown; [ ] = another dose, or the depositor's remark. The call rests on the fitted dose curve; in most records, active means well fitted curve in the direction sought with a large enough effect; inconclusive means small, poorly fitted or top-dose-only effect, or another doubt; inactive means no such curve, though single readings can be large; an effect the other way counts as inactive or inconclusive. Unless noted, on the % scale 0 is the no-effect control and ±100 the full control effect; potency means the concentration at half of the fitted maximal effect.

structure	FEN1 inhibitor	N370S GC mod	DT40 TDP1 CPT
Cc1cc(C)cc(NC(=O)C2CCCN2C(=O)NC2CCCCC2)c1 (stereo unspecified)	-3%	2%	0%
COc1cc(C(=O)NC2(C(F)(F)F)C(=O)NC(C)=C2C#N)cc(OC)c1OC (stereo unspecified)	-14%	nt	1%
CC(CC(=O)Nc1ccccc1)NCCCN1CCCC1=O (stereo unspecified)	-2%	-18%	2%
C/C(=N\Nc1cccc(C(=O)O)c1)c1cc2ccccc2o1	-12%	-4%	1%
CCOC(=O)c1cnc2c(ccc3ccccc32)c1Nc1ccc(OC)cc1OC	9%	nt	?
Cc1oc2ccccc2c1CC(=O)NCCCN(C)C	-9%	-10%	-1%
O=C(OCCOc1ccccc1Cl)c1ccc(-n2cnnn2)cc1	10%	-21%	-15%
O=C(NCCC1=CCCCC1)C(=O)NCCc1ccc(Cl)cc1	4%	0%	0%
O=C(c1ccc(C#Cc2ccccc2)o1)N1CCN(c2ccccn2)CC1	-22%	22%	?
COc1ccc(C(=O)OCC(=O)c2ccc[nH]2)cc1	0%	nt	2%
CC(Oc1ccccc1F)C(=O)NNC(=O)c1cccc(S(=O)(=O)N2CCN(C)CC2)c1 (stereo unspecified)	4%	nt	8%
COc1ccc(CCCC(=O)NCCc2ccccc2)cc1	22%	10%	-5%
CC(=O)c1ccc(OCC(=O)Nc2c(C)nn(-c3ccccc3)c2C)cc1	1%	-1%	?
Cc1ccc(CNS(=O)(=O)NCc2ccccc2)cc1	12%	4%	6%
CC(C)(C)C1CCC(C(=O)Nc2ccccc2N2CCOCC2)CC1 (stereo unspecified)	-4%	nt	?
Cc1cccc(N(Cc2cc3ccccc3[nH]c2=O)S(=O)(=O)c2ccccc2)c1	-9%	?	?
COCC1CCN(C(=O)c2cc(COc3ccc4c(c3)CCCC4)on2)C1 (stereo unspecified)	-13%	-18%	?
Cc1ccc(/C=C/C(=O)NCC2COc3ccccc3O2)o1 (stereo unspecified)	0%	-27%	16µM*
Cc1ccc(NC(=O)CSc2nc(O)c(Cc3ccccc3)c(=O)n2-c2ccccc2)cc1	1%	2%	11%
Cc1cccc(-n2ncc3c(NCCCO)ncnc32)c1	-3%	4%	-1%
COc1ccc(C(=O)CSc2nnc(CNc3nc(-c4ccccc4)cs3)n2C)cc1	-13%	15%[2.35 µM]	?
Cc1ccccc1C(=O)N1N=C(c2ccc(NS(C)(=O)=O)cc2)CC1c1cccs1 (stereo unspecified)	13%	-11%	-15%
Cc1ccc(C2CCN(C(=S)NC3CCCCC3)C2)cc1 (stereo unspecified)	-14%	6%	?
CCOc1ccc(C(C(=O)NCC2CCCO2)N(C(=O)c2snc(C(N)=O)c2N)c2ccccc2F)cc1 (stereo unspecified)	6%	?	21µM*
Cn1c(CCc2nc3ccccc3[nH]2)n[nH]c1=S	4%	0%	4%
COCCN(C(=O)COC(=O)/C=C/c1ccc(OC)c(OC)c1)c1c(N)n(Cc2ccccc2)c(=O)[nH]c1=O	3%	-3%	-7%
Cc1ccc2nc3n(c(=O)c2c1)CCC3	10%	4%	-18%
Cc1ccc(C(=O)N2[C@@H]3CN(C)C(=O)[C@@]2(Cc2ccccc2)[C@H]2C(=O)N(Cc4ccccc4)C(=O)[C@@H]32)cc1	-4%	nt	0.0052µM*
c1cncc(-c2ccc3ncnc(NC4CCNCC4)c3c2)c1	nt	8%	6%
N#Cc1cccc(NC(=O)CCNC(=O)c2ccccc2Cl)c1	-13%	-7%	-26%
C[C@H](CO)N1C[C@H](C)[C@@H](CN(C)C)Oc2c(NS(=O)(=O)c3ccc(F)cc3)cccc2C1=O	2%	nt	-4%
Cc1ccc(C(=O)N=c2sccn2C)cc1C	17%	-2%	?

Complete entries as entered above. Order of values: FEN1 inhibitor, N370S GC mod, DT40 TDP1 CPT
`Cc1ccc(C(=O)N2[C@@H]3CN(C)C(=O)[C@@]2(Cc2ccccc2)[C@H]2C(=O)N(Cc4ccccc4)C(=O)[C@@H]32)cc1` is entered as -4%, nt, 0.0052µM*
`Cc1ccc(C(=O)N=c2sccn2C)cc1C` is entered as 17%, -2%, ?
`Cn1c(CCc2nc3ccccc3[nH]2)n[nH]c1=S` is entered as 4%, 0%, 4%
`N#Cc1cccc(NC(=O)CCNC(=O)c2ccccc2Cl)c1` is entered as -13%, -7%, -26%
`C[C@H](CO)N1C[C@H](C)[C@@H](CN(C)C)Oc2c(NS(=O)(=O)c3ccc(F)cc3)cccc2C1=O` is entered as 2%, nt, -4%

Next part
structure	FEN1 inhibitor	N370S GC mod	DT40 TDP1 CPT
CCOC(=O)c1ccc(NC(=O)CN2c3ccccc3S(=O)(=O)c3ccccc32)cc1	7%	nt	?
O=C(N/N=C/c1ccccc1C(=O)O)c1cccc(S(=O)(=O)N2CCOCC2)c1	-2%	nt	-3%
COc1ccccc1C1CC(c2ccc(Br)cc2)=NN1C(=O)c1cccnc1 (stereo unspecified)	?	4%	16µM*
CN1CCN(c2ncc3c(n2)CCN(Cc2cc(Br)cs2)C3)CC1	3%	nt	16µM*
O=C(CN1CCOCC1)Nc1nc2ccc([N+](=O)[O-])cc2s1	2%	-7%	-21%
COC(=O)Nc1ccc(S(=O)(=O)N2CCN(c3ccc(F)cc3)CC2)cc1	?	-6%	3%
Cc1ccnc(NC(=O)c2cccc(S(=O)(=O)N3CCCc4ccccc43)c2)c1	-1%	1%	21µM*
Brc1ccc(C2Nc3cccc4cccc(c34)N2)s1	-30%	-4%	21µM*
Cc1nnc(SCC(=O)NC(=O)NCc2ccco2)n1Cc1ccccc1	-20%	4%	0%
Cc1ncoc1C(=O)N1CCCC(C(=O)c2ccc(Oc3ccccc3)cc2)C1 (stereo unspecified)	1%	-6%	6%
CCN(C(=O)CSc1nc(C)nc2sc(C)c(C)c12)c1ccc(F)cc1	18%	nt	-29%
O=C(CN1CCN(S(=O)(=O)c2ccc3ccccc3c2)CC1)Nc1ccc2c(c1)CCC2	9%	-1%	23µM*
CC(C)[C@H](NC(=O)N1c2ccccc2NC(=O)[C@@H]1C(C)C)C(=O)N[C@@H](Cc1ccccc1)C(=O)O	4%	1%	-9%
COCc1cc(=O)[nH]c(SCC(=O)N2CCOCC2)n1	19%	1%	-4%
O=C(O)c1cc(S(=O)(=O)Nc2ccc3c(c2)OCCO3)c(Cl)cc1Cl	10%	15%	11%
O=C(Cn1ncc2c([nH]c3ccccc32)c1=O)NCc1cccc(Cl)c1	16%	nt	-4%
CC1C(=O)OC(c2ccc(Cl)cc2)C(C)(C)C1=O (stereo unspecified)	-1%	-2%	-3%
CCOc1ccc(Br)cc1S(=O)(=O)Nc1ccc(S(=O)(=O)Nc2cc(C)on2)cc1	-5%	nt	7%
Cc1[nH][nH]c(=O)c1C(c1ccc(O)c(Br)c1)c1c(C)[nH][nH]c1=O	2%	-9%	-27%
Cc1ccc(C)c(SCC(=O)OCC(=O)Nc2ncc(C(F)(F)F)cc2Cl)c1	-3%	7%	2%
Cc1ccc2nc(-c3ccccc3)c(CN3CCOCC3)n2c1	-3%	4%	-5%
Cc1ccc2c(c1)c(C)cc[n+]2Cc1ccccc1	11%	-8%	2.6µM*
CCN(CCCNC(=O)CSc1cc(=O)n(C)c2cc(Cl)ccc12)c1ccccc1	-16%	nt	?
CCOC(=O)c1nn(-c2ccccc2)c(C(=O)OCC)c1N	-2%	1%	-9%

Reprinted at random: 4 entries already listed, in no set order.
structure	FEN1 inhibitor	N370S GC mod	DT40 TDP1 CPT
CCOc1ccc(Br)cc1S(=O)(=O)Nc1ccc(S(=O)(=O)Nc2cc(C)on2)cc1	-5%	nt	7%
Cc1ccc2nc(-c3ccccc3)c(CN3CCOCC3)n2c1	-3%	4%	-5%
CCN(CCCNC(=O)CSc1cc(=O)n(C)c2cc(Cl)ccc12)c1ccccc1	-16%	nt	?
CCOC(=O)c1nn(-c2ccccc2)c(C(=O)OCC)c1N	-2%	1%	-9%

(list continues)
structure	FEN1 inhibitor	N370S GC mod	DT40 TDP1 CPT
O=Cc1c(NCc2ccccc2Cl)c2ccccc2[nH]c1=O	-9%	-1%	10%
COC(=O)C(C)n1cnc2c(nnn2-c2ccc(F)cc2)c1=O (stereo unspecified)	-2%	-13%	-5%
O=C(NC(=S)Nc1ccc(Cl)cn1)C12CC3CC(CC(C3)C1)C2	-4%	27%	?
Cc1ccc(NC(=O)CN(C)C(=O)c2cc(-c3ccccc3)nn2-c2ccccc2)cc1	-1%	-6%	?
CCCCOc1ccc(C(=O)Nc2cc(-c3cn4cccnc4n3)ccc2OC)cc1	-9%	nt	-19%
O=C(N/N=C/c1c[nH]c2ccccc12)c1[nH]c2ccc(Br)cc2c1-c1ccccc1	-15%	1%	5.8µM*
N#CC1=C(N)N2C(=C(C#N)C13CCCC3)Nc1ccccc12	1%	1%	-26%
CCN(CC(=O)Nc1cccc(OC)c1)C(=O)c1cnc(Cl)c(Cl)c1	-14%	-12%	-11%
COc1cc(NC(=O)CCc2c(C)nn(-c3ccc4nnc(C)n4n3)c2C)cc(OC)c1OC	-3%	nt	?
CC(C)(Oc1ccc(Cl)cc1)C(=O)NC1CCSC1=O (stereo unspecified)	-5%	2%	-5%
CCOC(=O)COc1nc(-c2ccc(C)cc2)cc(-c2ccco2)c1C#N	-1%	-9%	8%
CC(=O)Nc1ccc(CN2CCC(n3nccc3NC(=O)CCc3ccccc3)CC2)cc1	2%	-1%	-5%
O=C(COc1nsnc1N1CCOCC1)Nc1ccc(Br)cc1	-15%	-4%	?
CCOC(=O)C1=C(COC(=O)c2cccnc2SC)NC(=O)NC1C (stereo unspecified)	20%	nt	3%
COc1cc(OC)cc(C(=O)NNC(=O)c2nn(C)c(=O)c3ccccc23)c1	-7%	nt	?
CCn1nc(NC(=O)C(C)(C)C)c2cc3cccc(C)c3nc21	-29%	16%	?
CC(=O)c1c(C)[nH]c(C(=O)OCc2ccccc2)c1C	-9%	12%	?
CNc1c([N+](=O)[O-])cnn1-c1ccc(Cl)cc1	13%	2%	-6%
CCn1c(CNc2ccc(OC)cc2)nnc1SCC(=O)Nc1ccc(F)cc1	2%	-14%	-3%
Cc1ccc(SCC(=O)NC(=O)NCc2ccccc2)c(C)c1	-4%	6%	2%
O=C(CSC(=S)N1CCCC1)c1cc(Br)cc(Br)c1O	-15%	-9%	?
O=C(Nc1cccc(F)c1)N1CCC2(CC1)CCN(C(=O)c1cccc(F)c1)CC2	nt	1%	-6%
CCCC(C(=O)NC(C)(C)C)N(Cc1ccc(F)cc1)C(=O)c1snc(C(N)=O)c1N (stereo unspecified)	18%	-5%	-15%
Cc1ccc(S(=O)(=O)CCC(=O)OCC(=O)Nc2ncc(Cl)cc2Cl)cc1	-6%	0%	-5%

3 structures from above, arranged by length of the SMILES, ascending.
structure	FEN1 inhibitor	N370S GC mod	DT40 TDP1 CPT
Cc1ccc(SCC(=O)NC(=O)NCc2ccccc2)c(C)c1	-4%	6%	2%
CCn1c(CNc2ccc(OC)cc2)nnc1SCC(=O)Nc1ccc(F)cc1	2%	-14%	-3%
Cc1ccc(S(=O)(=O)CCC(=O)OCC(=O)Nc2ncc(Cl)cc2Cl)cc1	-6%	0%	-5%

New compounds follow:
structure	FEN1 inhibitor	N370S GC mod	DT40 TDP1 CPT
O=C(NC(=S)NC1CCCC1)c1ccccc1	-23%	2%	?
COc1ccccc1NC(=O)CSc1nc2c(oc3ccccc32)c(=O)n1Cc1ccco1	1%	nt	15µM*
COc1ccc(N2CCN(Cc3ccc(Br)s3)CC2)cc1	1%	-16%	-11%
Cc1cc(C)c(C)c(S(=O)(=O)N2C(=S)NC(=O)C2C(C)C)c1C (stereo unspecified)	-2%	9%	2%
COc1ccc(C(=O)COC(=O)c2ccc(N(C)C)cc2)cc1	3%	26%	-8%
CCOC(=O)CC(=O)N/N=C/c1c(N)n(C)c(=O)n(C)c1=O	-7%	3%	3%
O=C(CNS(=O)(=O)c1ccccc1)NCc1ccco1	-3%	4%	0%
O=c1[nH]c2cccnc2c2ccsc12	-2%	-7%	-22%
CCOC(=O)c1sc(=S)[nH]c1C	8%	nt	-4%
Cc1cc(N2CCCCC2)nc2ccc(NC(=O)/C=C/c3ccccc3Cl)cc12	8%	nt	13µM*
O=c1[nH]c2ccc(S(=O)(=O)N3CCN(Cc4ccccc4)CC3)cc2[nH]c1=O	5%	-5%	8%
COC(=O)N/N=C/c1cccc(OCCSc2ccc(Cl)cc2)c1	11%	0%	?
COc1cc2c(cc1OC)CN(C(=O)CCN1C(=O)C3CCCCC3C1=O)CC2 (stereo unspecified)	-3%	-2%	6%
COc1ccc(C[C@H]2CN3C(=NC[C@@H]3Cc3ccccc3)N2CCNC(=O)c2ccc(C)c(Br)c2)cc1	-19%	?	23µM*

The list is partial (hit frequency here may not be typical).
